Source: PubChem (several laboratories)
DUSP1 inh: inhibitors of human MKP-1 phosphatase; inhibition, %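 (compounds tested at a single concentration somewhere between 10 and 100 µM)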; recombinant MKP-1, OMFP hydrolysis fluorescence; actives 0.15% (n = 65,000); AID 374;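 active = inhibition above about 50%, limit read from the data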;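 also: 0% = DMSO max control wells and 100% = wells with enzyme stopped by NaOH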
Target sequence (P28562 whole entry, looked up): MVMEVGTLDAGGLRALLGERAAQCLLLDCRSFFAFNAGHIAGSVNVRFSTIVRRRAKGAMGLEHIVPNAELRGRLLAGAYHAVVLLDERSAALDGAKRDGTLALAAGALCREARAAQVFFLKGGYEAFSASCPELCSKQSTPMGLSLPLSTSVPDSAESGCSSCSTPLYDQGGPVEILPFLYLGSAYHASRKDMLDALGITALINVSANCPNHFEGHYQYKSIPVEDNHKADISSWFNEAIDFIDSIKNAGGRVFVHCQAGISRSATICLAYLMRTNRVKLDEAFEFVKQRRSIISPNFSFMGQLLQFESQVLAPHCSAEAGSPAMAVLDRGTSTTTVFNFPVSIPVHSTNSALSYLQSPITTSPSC
TNAP act mid DEA: human TNAP activation, intermediate phosphate acceptor; P05186; purified TNAP, CDP-star luminescence, 100 mM DEA, 30 min; active compounds read high; scale: 0 levamisole-inhibited, 1 vehicle-only enzyme; activation factor at 20 µM; 64,000 tested, under 10 active; AID 813;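 active = activation factor of at least 2 at 20 µM, relative to controls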
SF-1 act: activates the human nuclear receptor SF-1. Q13285. CHO-K1 Gal4-SF-1 LBD luciferase reporter; % increase over DMSO SF-1-specific signal. activation, % at 10 µM. actives 1.9% (n = 65,000). AID 522;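 active = activation above the mean activation of all tested compounds plus 3 SD, cut at about 50% in these data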
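Test system: CHO-K1 cells with Gal4–hSF-1 LBD chimera plus Gal4-driven luciferase; Input: 4,000 cells/well; Compound: 10 µM only; Times: 20 h compound treatment, 37 °C; Measured by: steady-glow luciferase luminescence, read after 15 min reagent incubation; Measure: percent activation versus DMSO; Control set: DMSO and mock-transfected background; Replicates: one test per compound.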
Hsp90 block: displaces geldanamycin probe from tumor Hsp90 | NCI-N417 lysate Hsp90, Cy3B-geldanamycin FP displacement | inhibition, % at 30 µM | actives 0.35% (n = 64,000) | AID 429;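 active = inhibition above 50%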;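 also: 0% = tracer plus lysate wells and 100% = tracer alone without lysate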
Her2 expr inh: lowers expression of human Her2 kinase | P04626 | SKBR-3 HER2 protein level, AlphaScreen, 18-24 h; active compounds read low | HER2 level % of control, % at 10 µM | actives 0.69% (n = 65,000) | AID 645;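 active = HER2 level under 5% of the carrier-only control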;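 also: 100% = DMSO carrier and 0% = 500 nM PU-H71 HSP90 inhibitor; lower value means stronger loss of Her2 protein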
Cdc25B inh: human M-phase inducer phosphatase 2 inhibition | recombinant Cdc25B, OMFP fluorescence Ex485/Em525 | inhibition, %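 (compounds tested at 10 µM final in the well)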 | actives 0.1% (n = 65,000); in the data active = inhibition above about 50%
FXIIa mix inh: factor XIIa (human) inhibition, mixture screen; P00748; purified FXIIa, fluorogenic substrate, pooled mixtures; inhibition, % at 5 µM; actives 0.2% (n = 62,000); in the data active = inhibition above about 20%, passing the limit was not always enough;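 also: 0% = enzyme without compound and 100% = no enzyme blank; some results filed as inactive read as strong as hits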
RORA act: activates the human nuclear receptor RORA. P35398. actives 1.5% (n = 65,000). CHO-K1 Gal4-RORA LBD luciferase reporter, luminescence; percent increase over mock-subtracted basal signal. AID 560. activation, % at 10 µM;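 active = activation above the mean of all tested compounds plus 3 SD, cut at about 49% in these data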;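 also: 0% = DMSO-treated RORA cells and 100% = added signal equal to DMSO minus mock-transfected cells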
Target sequence (P35398 whole entry, looked up, the tested form may be a part): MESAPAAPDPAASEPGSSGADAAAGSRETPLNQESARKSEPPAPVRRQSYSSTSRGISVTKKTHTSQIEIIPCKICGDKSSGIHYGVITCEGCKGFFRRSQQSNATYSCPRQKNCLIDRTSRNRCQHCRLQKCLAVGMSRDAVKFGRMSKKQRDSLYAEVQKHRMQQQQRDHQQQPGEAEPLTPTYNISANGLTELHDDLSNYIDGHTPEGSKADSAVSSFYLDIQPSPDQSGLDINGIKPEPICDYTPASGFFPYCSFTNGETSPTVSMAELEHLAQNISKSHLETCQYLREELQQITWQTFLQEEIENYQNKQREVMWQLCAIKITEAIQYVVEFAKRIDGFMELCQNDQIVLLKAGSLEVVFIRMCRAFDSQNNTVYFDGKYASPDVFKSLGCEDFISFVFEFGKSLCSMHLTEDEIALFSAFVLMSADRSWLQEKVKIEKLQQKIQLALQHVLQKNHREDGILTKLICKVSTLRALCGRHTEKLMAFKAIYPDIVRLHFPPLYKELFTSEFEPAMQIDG
D1 mod: D1 dopamine receptor (human) allosteric modulation | P21728 | HEK293 D1, CRE-luciferase, dopamine EC30 potentiation; actives deviate in either direction | B-score at 10 µM | actives 5.9% (n = 58,000) | AID 641;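 active = luminescence count or its row- and column-corrected plate score outside the 99.7% band of the plate's sample wells, on either side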
Active calls of the source: *; . = not tested or not shown. An unsorted share of the library (roughly 8.9% active in at least one column).

SMILES	D1 mod	Her2 expr inh	Hsp90 block	FXIIa mix inh	DUSP1 inh	RORA act	SF-1 act	TNAP act mid DEA	Cdc25B inh
c1csc(CSc2nnc3sc4ccccc4n23)c1	1.6	63	-5	.	3	51*	40	.	8
N#CCCCSc1nnc(-c2ccc(Cl)cc2)n1-c1ccccc1	1.3	109	1	1	-6	-13	-16	1	-19
OC1(c2ccccc2)C/C(=N\n2cnnc2)C=C1c1ccccc1 (configuration not stated)	.	92	1	8	6	-5	-14	0.9	7
COc1cccc(NC(=O)C2C3C=CC4(O3)C2C(=O)N(C2CC2)C4C(=O)NC2CCCCC2C)c1 (configuration not stated)	-0.064	92	-4	3	-23	7	-8	1	3
CC(C)CCNc1nc2c(c(=O)[nH]c(=O)n2C)n1CC(O)COC(C)C (configuration not stated)	.	97	3	0	-22	31	-15	1	-13
Cc1cc(C)n2c(SCC(=O)NCc3ccco3)nnc2n1	-0.6	97	-3	-2	24	-19	0	0.9	13
CC(NC(=O)COc1ccccc1)C(c1ccccc1)N1CCN(C)CC1 (configuration not stated)	-0.026	79	.	0	1	-4	3	0.9	-17
COC(=O)c1sc2ccccc2c1C(=O)OC	10*	84	-5	10	38	-6	2	1	2
COC(=O)c1c(NC(=O)C2CC=CCC2C(=O)O)sc(C(N)=O)c1C (configuration not stated)	-0.22	93	-6	5	4	1	1	0.8	1
CCOC(=O)c1c(C)[nH]c(C)c1C(=O)COC(=O)CCOc1ccccc1OC	0.14	81	-4	2	17	-8	2	0.9	7
Cn1c(NC(=O)CCc2ccccc2)cc(=O)n(C)c1=O	0.029	100	0	4	-6	60*	56*	1	7
COc1ccc(CC2NCCC3(O)CCCCC23)cc1 (configuration not stated)	-0.33	68	-2	0	-7	-19	11	0.9	17
CCOc1ccc(Br)cc1S(=O)(=O)Nc1ccccc1N1CCOCC1	-0.1	77	1	5	25	-19	14	0.9	-6
CCn1c(NCc2c[nH]c3ccccc23)nc2ccccc21	-3	67	-6	.	-8	11	-8	.	-13
CCN(CC)CCn1c(=S)[nH]c2cc(Cl)ccc2c1=O	-0.12	110	-4	3	-12	-10	-1	0.9	-17
CCOc1cc(C(=O)Nc2cc(=O)n(C)c(=O)n2C)cc(OCC)c1OCC	.	64	-2	7	3	0	-16	0.9	-4
CCC(c1c(C)[nH]oc1=O)c1c(C)[nH]oc1=O	-1.1	132	-5	-1	15	-7	2	0.9	15
CCC(Sc1ccc2nnc(-c3ccc(OC)c(OC)c3)n2n1)C(=O)O (configuration not stated)	-0.22	103	-3	2	17	-18	0	1	-11
COc1ccc(OC)c(S(=O)(=O)Nc2ccccc2F)c1	0.66	107	-3	3	22	-11	-14	0.9	-4
CCC1Oc2ccccc2N(CC(=O)NCCCN2CCN(Cc3ccccc3)CC2)C1=O (configuration not stated)	-0.44	102	-2	5	8	-2	-1	0.9	-11
COC(=O)CSc1nc(-c2cccs2)ccc1C#N	.	81	-4	.	-16	60*	83*	0.9	20
CCCC(=O)Nc1ccc(C(=O)NCC(=O)OCC)cc1	-0.045	51	-7	0	-6	2	10	1	-18
COc1ccc(S(=O)(=O)N2CCSC2c2ccccc2)cc1 (configuration not stated)	-0.61	114	-3	6	-19	-15	-1	0.9	-3
Cc1c(NS(=O)(=O)c2ccc3[nH]c(=O)[nH]c3c2)c(=O)n(-c2ccccc2)n1C	-0.012	123	-2	3	6	-10	-25	1	-3
CCN1CCN(c2cc3c(cc2F)c(=O)c(C(=O)O)cn3C2CC2)CC1	-0.73	128	2	-2	1	-1	5	0.9	19
Cc1cc(NC(=O)CSc2nnc(-c3ccco3)o2)no1	-0.39	97	6	18	-3	-15	0	1.1	-13
COc1ccc(C2=CC(c3ccc(F)cc3)n3nnnc3N2)cc1 (configuration not stated)	.	84	-4	2	3	-8	6	0.8	2
N#Cc1c(N)nc2c(c1-c1ccco1)CCCCC2	0.12	.	-9	.	-3	-9	-25	.	-38
CCCC(=O)NCCCc1nc2ccccc2n1C	-1.6	93	1	10	-10	1	10	1	-9
CCOc1ccccc1N1CCN(c2nc3ccccc3nc2C(C#N)C(=O)OC(C)C)CC1 (configuration not stated)	0.087	37	3	.	-22	-17	2	0.7	19
CCOC(=O)N1CCN(CC(=O)c2ccc3c(c2)CCN3C(C)=O)CC1	0.17	85	-7	-1	20	-15	-9	0.9	10
CCOC(=O)c1ccc(NC(=O)CN2CCN(c3ccccc3)CC2)cc1	-0.0023	50	-6	-18	-1	-3	0	0.9	-7
O=C(Nc1ccc2oc(-c3ccccc3Cl)nc2c1)c1cncc(Br)c1	-0.35	57	-1	-8	5	4	6	0.9	9
CCN1CCN(C(=O)C2=C(C(=O)O)CCCC2)CC1	-0.52	92	-1	12	-6	-10	-12	0.9	-11
Cc1ccc(Nc2nc(C)cc(C)n2)c(Br)c1	-0.48	74	-2	1	-22	15	11	0.9	-2
Cc1ccc(CNC(=O)CCS(=O)(=O)c2ccc(Br)s2)o1	1	89	-5	8	2	-2	-6	1	-2
O=C(Nc1nnc(C2CCCCC2)s1)c1ccc(Br)s1	-1.1	75	-14	6	5	27	6	1	-4
CCOC(=O)N1CCN(S(=O)(=O)c2cc(Cl)c(OC)cc2Cl)CC1	0.94	89	0	10	-2	3	-10	0.9	15
O=C(N1CCOCC1)n1nnc2ccccc21	-0.36	120	0	-13	7	1	11	0.9	-6
COc1cc(N2C(=O)NC3CC2(C)Oc2ccccc23)cc(OC)c1OC (configuration not stated)	-0.34	87	-1	5	9	0	9	1	3
Cn1c(=O)oc2cc(S(=O)(=O)NCCN3CCCCCC3)ccc21	.	102	-2	12	-1	-2	-14	0.9	-9
Cc1nc2ccccc2nc1OCC(=O)Nc1cc(C(F)(F)F)ccc1N1CCOCC1	.	81	-2	7	23	-9	7	0.9	0
O=C(Cn1c(=O)sc2ccccc21)Nc1ccc(S(=O)(=O)N2CCCCC2)cc1	0.21	73	-4	.	27	40	34	.	1
COC(=O)c1c(NC(=O)c2ccco2)sc2c1C(C(=O)OC)CC2 (configuration not stated)	3.1	100	0	-13	10	0	-3	1	-2
Cc1ccc(CN(CC2CCCO2)C(=O)CN2C(=O)C(C(C)C)Oc3ccccc32)o1 (configuration not stated)	.	65	-2	7	9	-2	3	0.9	7
O=C(COc1ccc(Cl)cc1)NCc1nnc(SCC(=O)N2CCCc3ccccc32)o1	-0.93	95	-2	6	13	-18	-3	1	7
Cc1cccc(N2CCN(c3nnnn3-c3ccccc3)CC2C)c1 (configuration not stated)	.	112	-1	4	11	3	-10	0.9	-4
CCc1nc(C)c(-c2ccccc2)c(=O)[nH]1	-0.13	110	-3	-16	8	3	10	1	-10
O=S(=O)(Nc1ccc(-c2nc3ccccc3o2)cc1)c1ccccc1	-0.015	109	2	9	-2	18	37	1	5
CC(=O)Nc1n[nH]c(S(=O)(=O)Cc2ccc(Cl)cc2Cl)n1	.	112	-1	.	-20	-16	2	0.9	-3

An excerpt from further up, for reference:
SMILES	D1 mod	Her2 expr inh	Hsp90 block	FXIIa mix inh	DUSP1 inh	RORA act	SF-1 act	TNAP act mid DEA	Cdc25B inh
Cc1cc(NC(=O)CSc2nnc(-c3ccco3)o2)no1	-0.39	97	6	18	-3	-15	0	1.1	-13
COc1ccc(C2=CC(c3ccc(F)cc3)n3nnnc3N2)cc1 (configuration not stated)	.	84	-4	2	3	-8	6	0.8	2
N#Cc1c(N)nc2c(c1-c1ccco1)CCCCC2	0.12	.	-9	.	-3	-9	-25	.	-38
CCCC(=O)NCCCc1nc2ccccc2n1C	-1.6	93	1	10	-10	1	10	1	-9

(more compounds)
SMILES	D1 mod	Her2 expr inh	Hsp90 block	FXIIa mix inh	DUSP1 inh	RORA act	SF-1 act	TNAP act mid DEA	Cdc25B inh
CC(C)OCC(O)CSc1ccccn1 (configuration not stated)	-0.22	126	-3	3	14	-13	-8	1	-8
COc1ccc(Oc2ccc(S(=O)(=O)N3CCCCC3)cc2S(=O)(=O)N2CCCCC2)cc1	-0.68	65	.	10	3	-9	-3	1	3
COc1cccc(-n2nnnc2SCC(=O)N2CCCc3ccccc32)c1	-0.36	97	-5	1	8	-11	-2	0.9	-9
O=c1oc2c3c(nn2c2ccccc12)CCCC3	-0.082	108	1	2	-3	-2	10	1	-8
O=C(COC(=O)c1ccccc1F)c1ccc(-n2nncc2-c2ccco2)cc1	.	44	-5	-2	20	9	10	1	-19
Cc1cc(NC(=O)Cn2nc3c(cc2=O)CCCC3)ccc1Br	0.023	85	-9	15	11	2	-2	1	2
Cc1ccc(-c2nnn(CCC(=O)NC3CCCC3)n2)cc1	-1.5	97	-2	10	9	-3	-16	1	-13
CS(=O)(=O)c1ccc(N2CCOCC2)c(S(C)(=O)=O)c1	-0.043	78	-2	7	2	-2	-14	0.9	-3
COCCNC(=O)c1cc2c(-c3ccc(Cl)cc3)nn(C)c2s1	.	80	0	5	11	2	16	0.9	-3
Cc1onc(-c2ccccc2Cl)c1C(=O)Nc1ccc2c(c1)OCO2	-0.24	121	1	8	-4	-8	-19	0.9	-8
O=C(CN(C(=O)CCC(=O)Nc1ccccn1)c1ccc2c(c1)OCCO2)NCCc1ccccc1	2	115	-2	-14	4	-28	6	0.9	-2
Cc1cccc(Cn2c(N3CCCCC3C)nc3c2c(=O)[nH]c(=O)n3C)c1 (configuration not stated)	.	100	-1	3	4	3	-6	1	4
CN(C)S(=O)(=O)c1ccc(C(=O)Nc2nnc(Cc3ccccc3)s2)cc1	-0.28	68	-1	-19	7	-4	-17	1	-6
COc1ccc(CC(=O)NCc2cccs2)cc1	0.0083	77	-4	15	7	13	12	0.9	-12
